mcGAS lum: inhibitors of mouse cGAS | recombinant cGAS, Kinase-Glo ATP depletion luminescence | inhibition, % at 12.5 µM | hit rate 0.15% among 160,000 | AID 1259399;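 also: 0% = negative control wells and 100% = reference inhibitor with no enzyme activity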
NPYLR7 agonist: activates Aedes aegypti NPYLR7 receptor | HEK293T NPYLR7/Galpha15, GCaMP6s calcium fluorescence | activation, % at 10 µM | hit rate 0.15% among 270,000 | AID 1259423; in the data active = activation above about 40%;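 also: 0% = vehicle and 100% = reference agonist at the receptor; some compounds past the cut are filed as inactive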
hcGAS lum: blocks human cGAS activity | Q8N884 | recombinant h-cGAS, ATP depletion, Kinase-Glo luminescence | inhibition, % at 12.5 µM | hit rate 0.081% among 290,000;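 also: 0% = vehicle reaction and 100% = reaction without DNA for no activity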
Target sequence (Q8N884 whole entry, looked up): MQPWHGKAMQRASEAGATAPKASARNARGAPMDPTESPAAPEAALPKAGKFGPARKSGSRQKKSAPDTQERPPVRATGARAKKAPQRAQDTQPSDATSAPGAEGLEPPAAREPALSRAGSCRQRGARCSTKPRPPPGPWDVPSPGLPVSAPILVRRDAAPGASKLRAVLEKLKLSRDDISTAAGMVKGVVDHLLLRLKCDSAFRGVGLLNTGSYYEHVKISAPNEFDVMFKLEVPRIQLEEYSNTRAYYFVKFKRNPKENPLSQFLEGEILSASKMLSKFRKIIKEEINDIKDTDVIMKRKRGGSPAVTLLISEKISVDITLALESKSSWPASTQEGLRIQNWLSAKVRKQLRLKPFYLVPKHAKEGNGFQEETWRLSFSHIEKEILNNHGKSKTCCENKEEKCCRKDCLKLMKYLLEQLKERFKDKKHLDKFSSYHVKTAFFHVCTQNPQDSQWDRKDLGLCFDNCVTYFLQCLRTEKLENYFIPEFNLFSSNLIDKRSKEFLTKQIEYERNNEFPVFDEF
An asterisk follows results filed as active; · = no result given; & = joins results of further samples. Rule as the data show it, unless noted: active = inhibition above about 40%; inactive = the rest.

1	COc1cc(OC)cc(C(=O)N2CCC(n3c(=O)oc4ccc(F)cc43)CC2)c1
2	O=C(Nc1nc2ccc(Br)cc2s1)c1c(O)c2ccccc2[nH]c1=O
3	c1cc2n(c1)CCCN(Cc1ccc3c(c1)OCCO3)C2c1ccsc1 (centres undefined)
4	N#Cc1cccc(NC(=O)C(c2cc(Br)cs2)N2CCOCC2)c1 (centres undefined)
5	COC(=O)c1cc(N2C(=O)/C(=C/c3ccc(Cl)cc3)C=C2c2ccccc2)ccc1Cl
6	O=C(NC1CCCCC1)c1ccccc1NS(=O)(=O)c1ccc(OC(F)(F)F)cc1
7	Brc1ccc(-c2csc(N=CN3CCCC3)n2)cc1
8	CC1(C(=O)NCc2ccccn2)CCN1Cc1ccccc1OC(F)F (centres undefined)

assay / compound,1,2,3,4,5,6,7,8
mcGAS lum,-4,1,1,-15,-3,-7,·,·
NPYLR7 agonist,34,19,-13,-2,5,-3,10,9
hcGAS lum,-4,6,10,-10,-5,-9,12,-10

9	N#Cc1cccc(NC(=O)N2CCN(c3ccc(C#N)cc3F)CC2)c1
10	COc1ccc(OCC(O)CN(Cc2ccccc2C)CC2CCCO2)cc1 (centres undefined)
11	C=CCn1c(=O)c(C(=O)Nc2ccc(F)cc2)c(O)c2ccccc21
12	CC(CNS(=O)(=O)c1ccccc1)N1CCc2sccc2C1 (centres undefined)
13	CCCON1C(=O)C2C3OC(C2C1=O)C1C3C2(Cl)C(Cl)=C(Cl)C1(Cl)C2(Cl)Cl (centres undefined)
14	CCCNC(=O)c1ccccc1NC(=O)Cc1n[nH]c(=O)c2ccccc12
15	CCN(CC(=O)Nc1ccc2c(c1)OCCO2)CC(=O)N1CCC(C)Sc2ccccc21 (centres undefined)
16	CC1CCCCN1c1ccc(C(N)=O)cc1NC(=O)CCc1ccccc1O (centres undefined)

assay / compound,9,10,11,12,13,14,15,16
mcGAS lum,·,-4,-7,·,-11,·,·,-12
NPYLR7 agonist,2,33,-5,4,0,-7,15,2
hcGAS lum,-13,-7,-3,0,-12,1,-2,-7

17	Cn1c(=O)c2c(nc(CN3CCOCC3)n2Cc2ccccc2F)n(C)c1=O
18	COc1cccc2cc(-c3nc4ccccc4[nH]3)c(=Nc3ccc(C(F)(F)F)cc3)oc12
19	C=C[C@]1(C)C[C@@H](OC)C2(C)C(C)CCC3(CCC(=O)C32)[C@@H](C)C1=O (some centres undefined)
20	CCCN1C(=O)C(c2c(C(C)C)[nH]n(-c3cccc(Cl)c3)c2=O)=C([n+]2cc(C)cc(C)c2)C1=O
21	COCCCN(CC(=O)N(Cc1cccn1Cc1ccccc1)C1CCCCC1)C(=O)c1cccc(OC)c1
22	CCn1c(SCC(=O)N=Nc2c(O)[nH]c3ccccc23)nc2ccccc21
23	Cn1ccnc1
24	COCCN(Cc1cc(NC(=O)c2cccc(F)c2)ccc1N(C)C)C(=O)C1CC1

assay / compound,17,18,19,20,21,22,23,24
mcGAS lum,·,-8,·,-4,-5,-6,-5,-2
NPYLR7 agonist,8,4,-1,9,-10,-1,2,14
hcGAS lum,-6,-3,4,-5,-6,-4,-4,-3

25	CCc1nc(CN2CCN(CCc3ccccc3)C(CCO)C2)c(C)[nH]1 (centres undefined)
26	CNC(=O)CN(C(=O)c1cc(C)nn1C)[C@@H]1C[C@@H]2CO[C@H](C(C)C)C[C@@H]2C1
27	CC(SCC1CCCO1)C(=O)O (centres undefined)
28	COc1ccc(-n2c(Cc3ccccc3)nnc2SCCCCC(=O)N2CCN(C(=O)c3cccc(C(F)(F)F)c3)C(C)C2)cc1 (centres undefined)
29	CN(CC1CCCCN1C)C(=O)c1cc(COc2ccc(F)cc2Cl)on1 (centres undefined)
30	O=C(c1sccc1Cl)N1C[C@@H]2[C@H](C1)[C@H]1CC[C@@H]2O1
31	Cc1c(C(=O)NCC(C)(C)N(C)C)oc2ccc(Br)cc12
32	O=C1c2ccccc2C(=O)c2cc(CSc3nnc(-c4cc(-c5ccccc5)nc5ccccc45)n3Cc3ccco3)ccc21

assay / compound,25,26,27,28,29,30,31,32
mcGAS lum,-14,-3,·,-5,·,-14,·,-6
NPYLR7 agonist,18,5,29,19,7,8,-26,-8
hcGAS lum,-10,-3,2,-3,-1,-6,2,-7

33	CCNc1nc(=O)c2ncn(CC3CC(CC)=NO3)c2c(=O)[nH]1 (centres undefined)
34	CCOC(=O)c1cnc(-c2ccc(OC)c(OC)c2)nc1N1CCCC2CCCCC21 (centres undefined)
35	Cc1cccc(C(=O)N2CCSC23CCN(C(=O)c2ccc([N+](=O)[O-])cc2Cl)CC3)c1
36	Cc1ccccc1Cn1cccc1CN(CCC(C)C)CC(O)COCc1ccco1 (centres undefined)
37	CCOC(=O)C1(CC2CC2)CCN(S(=O)(=O)c2ccc(C)cc2)CC1
38	CCOC(=O)c1ccc2c(c1)nc(SCc1cc(F)ccc1Br)n2CCc1ccc(OC)cc1
39	CCC(CC)C(=O)N(C)c1c(C)nc2c(OCC(=O)C(C)(C)C)cccn12
40	CCn1c(C2CCN(Cc3cc(C)n(C(C)C)c3C)CC2)nn(C)c1=O

assay / compound,33,34,35,36,37,38,39,40
mcGAS lum,·,1,-6,-2,-2,-7,-1,·
NPYLR7 agonist,-1,-4,7,-3,-1,-6,10,-2
hcGAS lum,-6,2,-7,-1,-1,-4,-3,5

41	CC[C@H](O)[C@@H]1N(C(=O)c2csc(-c3cccs3)n2)C2CCC1(O)CC2
42	CCN(CC)CCCC(C)NC(=O)CSc1nc(Cl)cc(N2CCN(C(=O)c3ccccc3)C(C)C2)n1 (centres undefined)
43	CCOC(=O)c1cc(C)n(CC(=O)NCC(C)C)c1C
44	Cc1cc(NCc2ccc(F)cc2)nc2c(C)cccc12
45	O=C(Nc1c(Cl)cncc1Cl)c1ccc(OC(F)F)c(OCC2CC2)c1
46	Cc1ccc(C)c(-n2c(C)cn3c4c(=O)[nH]c(=O)n(C)c4nc23)c1
47	COCCN(Cc1nc2scc(-c3ccc(OC)cc3)c2c(=O)[nH]1)CC(O)COCC(C)C (centres undefined)
48	CCCn1c(=O)c2ccccc2n2c(=S)n(CN(C)Cc3ccc4c(c3)OCCO4)nc12

assay / compound,41,42,43,44,45,46,47,48
mcGAS lum,-7,-2,·,·,-10,·,-2,-4
NPYLR7 agonist,11,3,-4,0,-7,-2,12,0
hcGAS lum,-3,-4,-6,-10,-9,-7,-2,-4

49	COc1ccc(/C=N\n2nnnc2N)cc1Br
50	CC1(C)Cc2c(c(N3CCCC3)[nH]c(=S)c2C#N)CO1
51	CC(=O)OCCNc1cc(C)c2noc3c2c1C(=O)c1ccccc1-3
52	COc1ccc(CCNC(=O)c2cccnc2N2CCN(C(=O)c3cccc(C)c3C)CC2)cc1OC
53	Cc1ccc(-n2c(SCC(=O)N(C)C)nc3ccccc3c2=O)cc1F
54	CCOC(=O)N1CCC(N2CCC3(CC2)C(=O)N(C)C(=O)N3CCc2ccc(OC)cc2)CC1
55	FC(F)(F)c1ccccc1-c1nc(N2CCN(C(c3ccccc3)c3ccccc3)CC2)c2ccccc2n1
56	O=C(Cn1ccc(=O)[nH]c1=O)N1CCCC(N2CCCC2)C1 (centres undefined)

assay / compound,49,50,51,52,53,54,55,56
mcGAS lum,·,·,-11,-7,3,-6,-4,·
NPYLR7 agonist,-8,2,11,9,2,17,3,-1
hcGAS lum,-7,-13,-9,-5,13,-11,1,-2

Overlap with the part before: two entries, then new ones.
55	FC(F)(F)c1ccccc1-c1nc(N2CCN(C(c3ccccc3)c3ccccc3)CC2)c2ccccc2n1
56	O=C(Cn1ccc(=O)[nH]c1=O)N1CCCC(N2CCCC2)C1 (centres undefined)
57	Cc1onc(-c2ccccc2Cl)c1C(=O)NC1CCCCC1
58	COc1ccc2cc(C3CN(S(=O)(=O)C4CC4)CCO3)ccc2c1 (centres undefined)
59	CCC(C1=NN2C(=N)/C(=C\c3ccc(OS(C)(=O)=O)c(OC)c3)C(=O)N=C2S1)c1ccccc1 (centres undefined)
60	CC(=O)Nc1ccc(CN2C(=O)C(C)ON=C2c2ccccn2)cc1 (centres undefined)
61	CSc1ncccc1C(=O)NCc1ccccc1-c1ccc(CN2CCCC2=O)cc1
62	O=C(Nc1ccc(Cl)c(Cl)c1)N(CC(=O)N1c2ccccc2-n2cccc2C1c1ccco1)C1CC1 (centres undefined)
63	COc1ccc(NS(=O)(=O)c2cccc(C(=O)NCC(F)(F)F)c2)cn1
64	O=C1OC(c2ccc(-c3ccccc3)cc2)=NC1=Cc1ccc(C(=O)O)cc1

assay / compound,55,56,57,58,59,60,61,62,63,64
mcGAS lum,-4,·,-2,1,·,·,-7,-3,·,3
NPYLR7 agonist,3,-1,1,·,2,7,11,1,11,0
hcGAS lum,1,-2,-3,-5,-6,-4,-7,1,-6,9

65	COc1ccc(F)c(CN2CCCC3(CCN(C(=O)c4ncoc4C4CC4)C3)C2)c1 (centres undefined)
66	COC(=O)COC1C[C@](OCc2cccc(C(F)(F)F)c2)(C(=O)NCc2ccco2)C[C@H]2OC(C)(C)O[C@@H]12 (some centres undefined)
67	COc1cccc(C2c3[nH]c4ccccc4c3CCN2C(=O)c2cnc[nH]2)c1OC (centres undefined)
68	CS(=O)(=O)Nc1cccc(CNc2ncccc2C#N)c1
69	CC(C)(C)c1ccc(C(=O)N2CCC2(C)C(=O)NS(=O)(=O)c2cccc(C#N)c2)cc1 (centres undefined)
70	Cc1c(CS(C)(=O)=O)cccc1NCC(=O)N1CCCCC1C (centres undefined)
71	CCc1cccc(C)c1NC(=O)c1cc2ccccc2oc1=O
72	CC(=O)OCC(=O)N1C2CCC(O)(CC2)C1CN1CCOCC1 (centres undefined)

assay / compound,65,66,67,68,69,70,71,72
mcGAS lum,·,-3,·,·,·,·,-3,0
NPYLR7 agonist,6,8,6,2,4,-8,-1,-5
hcGAS lum,-12,-4,-11,-11,-9,-1,0,1

73	CN(Cc1ccon1)C(=O)CC1C(=O)NCCN1CC(c1ccccc1)c1ccccc1 (centres undefined)
74	COc1ccc(Oc2cc(C)nc(SCc3cccc(C)c3)n2)cc1
75	C#CCN(C)C(=O)c1cncn1-c1ccc(-c2ccc(F)c(F)c2)cc1
76	O=C1NCCCc2[nH]c(-c3ccc4c(c3)CCCO4)nc21
77	CC1CCc2c(C(=O)NCCc3ccccn3)csc2C1 (centres undefined)
78	CCn1c(C2CCN(C(=O)c3ccc(-n4ccnc4)cc3)CC2)nn(C)c1=O
79	CCOC(=O)C1(C)CCN1C(=O)c1c(C)noc1C (centres undefined)
80	O=C(Cn1cnc2scc(-c3ccccc3)c2c1=O)N1CCCCC1

assay / compound,73,74,75,76,77,78,79,80
mcGAS lum,0,-3,1,-9,-5,·,·,·
NPYLR7 agonist,2,-8,1,·,3,17,-3,2
hcGAS lum,3,-4,1,-4,-11,-3,-10,-4

81	Fc1ccc(CN2CCC3(CC2)OCc2ccccc23)c(F)c1
82	N#Cc1ccc(Cn2nnn(-c3ccccc3)c2=O)c(F)c1
83	O=C(NCCc1ccccn1)c1csc(CSc2nnc(-c3ccccc3Cl)n2-c2ccccc2F)n1
84	CCN(CC1COc2ccccc2O1)c1ncnc2sccc12 (centres undefined)
85	CCOC(=O)CC1(NC(=O)C2CCC(=O)N(Cc3ccccn3)C2)CCCCC1 (centres undefined)
86	CCOC(=O)CCN(C(=O)Nc1nnc(C2CC2)s1)C1CC1
87	CCCCCCc1ccc(C(=O)N2CCSC2c2ccc(F)cc2F)cc1 (centres undefined)
88	COc1ccc(CCNC(=O)C(C2CCCC2)N2CCN(C(=O)c3cccs3)CC2)cc1 (centres undefined)

assay / compound,81,82,83,84,85,86,87,88
mcGAS lum,·,·,-2,4,-3,·,-5,-4
NPYLR7 agonist,1,3,·,6,13&-4,5,17,9
hcGAS lum,0,-7,-3,10,-9&-6,-4,-3,-6

Six structures already listed, arranged by SMILES length, rising.
84	CCN(CC1COc2ccccc2O1)c1ncnc2sccc12 (centres undefined)
82	N#Cc1ccc(Cn2nnn(-c3ccccc3)c2=O)c(F)c1
86	CCOC(=O)CCN(C(=O)Nc1nnc(C2CC2)s1)C1CC1
87	CCCCCCc1ccc(C(=O)N2CCSC2c2ccc(F)cc2F)cc1 (centres undefined)
85	CCOC(=O)CC1(NC(=O)C2CCC(=O)N(Cc3ccccn3)C2)CCCCC1 (centres undefined)
83	O=C(NCCc1ccccn1)c1csc(CSc2nnc(-c3ccccc3Cl)n2-c2ccccc2F)n1

assay / compound,84,82,86,87,85,83
mcGAS lum,4,·,·,-5,-3,-2
NPYLR7 agonist,6,3,5,17,13&-4,·
hcGAS lum,10,-7,-4,-3,-9&-6,-3

The listing continues:
89	CCC(C)C(=O)N(Cc1ccccc1)Cc1nc2cc(Cl)ccc2o1 (centres undefined)
90	O=C(NCc1nnc2n1CCCC2)c1cccc(C2CCNC2)c1 (centres undefined)
91	CC1CCCCN1C(=O)Cn1cc(C(F)(F)F)cc(Cl)c1=O (centres undefined)
92	COc1ccc(CN2CCNC(=O)C2CC(=O)N2CCN(c3ccccc3C)CC2)cc1C (centres undefined)
93	CCCN1CCN(C)C2(CCN(C(=O)CCOC)CC2)C1
94	CN1C2CCC1CC(OC(=O)c1c[nH]c3ccccc13)C2 (centres undefined)

assay / compound,89,90,91,92,93,94
mcGAS lum,-6,·,·,·,-10,-4
NPYLR7 agonist,1,16,-1,-3,4,13&4
hcGAS lum,-5,-3,-9,-11,-5,-4&-2

Bioassay records as filed in PubChem.
